G9a block: inhibitors of human histone lysine methyltransferase G9a | 350,000 tested, 8.8% active | AID 504332 | G9a H3K9 monomethylation, AlphaScreen, 2 h | Potency, µM (top dose mostly 102 µM), for inactives: at the highest dose activity, negative = inhibition, hits mostly inhibitors | Q96KQ7; note: potency is the fitted concentration of half-maximal effect; % is set by controls: 0 for no effect and ±100 for the full control effect; nearly all actives have a fitted effect of over 75% in size
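Compounds were preincubated with 20 nM G9a for 15 min, after which biotinylated H3K9 peptide (500 nM) and SAM (20 uM) started a 2 h room-temperature reaction. Monomethylated product was quantified by antibody-based AlphaScreen chemiluminescence.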
PI4K2A block: blocks human PI4K2A kinase activity; purified PI4K2A, ADP-Glo luminescence, 1 h; hits give low values; activity change, negative = inhibition, % at 76.9 µM; Q9BTU6; 420,000 tested, 0.13% active; in the data active = activity change below about -50%; inconclusive = mostly about -30% to -49%;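 note: -100% = wells without enzyme as full effect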
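PI4K2A activity was measured by ADP-Glo luminescence: enzyme (4 ug/mL stock) and phosphatidylinositol (1.2 mM stock) in Tris pH 7.5/MgCl2/EGTA/Triton X-100 buffer were reacted with ATP (300 microM stock) for one hour at ambient temperature.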
POLH inh: blocks human DNA polymerase eta activity; 390,000 tested, 1.2% active; Potency, µM (doses to about 114 µM), for inactives: at the highest dose activity change, negative = inhibition, most hits filed as inhibitors; AID 588591; recombinant Pol eta, fluorescent DNA replication assay; note: potency is the fitted concentration of half-maximal effect; % is set by controls: 0 for no effect and ±100 for the full control effect
Target sequence (Q9Y253 whole entry, looked up): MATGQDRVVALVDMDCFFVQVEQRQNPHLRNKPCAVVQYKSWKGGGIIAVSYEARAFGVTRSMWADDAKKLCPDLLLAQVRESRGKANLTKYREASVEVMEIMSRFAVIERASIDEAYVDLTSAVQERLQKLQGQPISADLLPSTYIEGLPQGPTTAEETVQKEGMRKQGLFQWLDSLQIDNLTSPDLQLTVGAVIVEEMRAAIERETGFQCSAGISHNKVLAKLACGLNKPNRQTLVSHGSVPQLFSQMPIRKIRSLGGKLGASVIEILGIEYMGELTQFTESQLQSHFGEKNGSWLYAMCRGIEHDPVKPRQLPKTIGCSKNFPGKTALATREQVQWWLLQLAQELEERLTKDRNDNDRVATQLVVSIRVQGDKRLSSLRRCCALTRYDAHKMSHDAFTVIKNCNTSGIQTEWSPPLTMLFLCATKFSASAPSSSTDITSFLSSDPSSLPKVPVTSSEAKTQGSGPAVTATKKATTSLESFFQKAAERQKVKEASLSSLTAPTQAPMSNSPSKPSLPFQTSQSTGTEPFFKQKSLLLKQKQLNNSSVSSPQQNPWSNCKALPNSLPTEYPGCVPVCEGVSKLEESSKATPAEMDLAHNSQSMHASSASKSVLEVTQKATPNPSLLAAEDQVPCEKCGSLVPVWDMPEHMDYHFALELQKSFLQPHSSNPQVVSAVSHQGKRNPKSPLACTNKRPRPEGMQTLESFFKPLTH
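Pol eta at 10 nM preincubated with compounds 15 min at room temperature; reaction started with fluorescent substrate (50 nM final) and read kinetically at 0 and 10 min.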
Pin1 inh: human Pin1 inhibition; Pin1 FP peptide displacement, HiFluor488, 10 min; Potency, µM (titrated, usually from 115 µM), inactives show at the highest dose activity, negative = inhibition, hits mostly inhibitors; 390,000 tested, 0.009% active; Q13526; AID 504891; active = well fitted inhibition curve with a large enough effect in the polarisation, with a control signal flat, not every such curve was filed as active; inconclusive = small, poorly fitted or top-dose-only effect, or effect the other way, or a change in a side signal; inactive = no such curve, though single readings can be large or run the other way; the % refers to the polarisation; note: potency is the fitted concentration of half-maximal effect; % is set by controls: 0 for no effect and ±100 for the full control effect
Target sequence (Q13526 whole entry, looked up): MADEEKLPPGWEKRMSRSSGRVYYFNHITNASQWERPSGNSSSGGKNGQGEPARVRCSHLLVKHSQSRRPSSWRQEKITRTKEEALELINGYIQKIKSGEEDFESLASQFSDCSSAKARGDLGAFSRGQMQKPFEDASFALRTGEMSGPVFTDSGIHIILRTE
BAZ2B inh: inhibitors of human BAZ2B bromodomain; Q9UIF8; AlphaScreen BAZ2B-H3K14Ac peptide displacement; Potency, µM (highest dose often 114 µM), without a hit: top-dose activity change, negative = inhibition, hits mostly inhibitors; 360,000 tested, 4.4% active; AID 504333; note: potency is the fitted concentration of half-maximal effect; % is set by controls: 0 for no effect and ±100 for the full control effect; nearly all actives have a fitted effect of over 60% in size
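Compounds, titrated to a top concentration of 110 uM, were incubated 30 min at room temperature with preformed BAZ2B/acetyl-K14 H3 peptide complex (50 nM each). Proximity signal was measured by AlphaScreen after 20 min with beads.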
JMJD2A Tudor inh: inhibitors of human JMJD2A Tudor domain | AlphaScreen JMJD2A-Tudor / H3K4me3 peptide binding | AID 504339 | Potency, µM (titrated, usually from 114 µM), without a hit: top-dose activity change, negative = inhibition, actives largely listed as inhibitors | 390,000 tested, 4.4% active | O75164; note: potency is the fitted concentration of half-maximal effect; % is set by controls: 0 for no effect and ±100 for the full control effect; nearly all actives have a fitted effect of over 50% in size
HP1b binding inh: inhibitors of HP1-beta chromodomain binding to methylated histone tails; P83916; AlphaScreen HP1-beta / biotin-H3K9me3 peptide binding; Potency, µM (top dose mostly 114 µM), without a hit: at the top dose activity change, negative = inhibition, most hits filed as inhibitors; 390,000 tested, 0.56% active; note: potency is the fitted concentration of half-maximal effect; nearly all actives have a fitted effect of over 70% in size; inactives centre near 23
Target sequence (P83916 whole entry, looked up): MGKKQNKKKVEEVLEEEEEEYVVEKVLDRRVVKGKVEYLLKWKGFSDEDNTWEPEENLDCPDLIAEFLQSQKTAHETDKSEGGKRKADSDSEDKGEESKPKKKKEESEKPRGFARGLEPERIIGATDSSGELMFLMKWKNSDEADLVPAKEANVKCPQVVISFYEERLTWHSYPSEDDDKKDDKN
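Compound inhibition of the preformed complex between 50 nM HP1-beta and 50 nM biotinylated H3K9me3 peptide was read by AlphaScreen. Buffer was PBS pH 7.4 with 0.01% Tween-20. Incubations ran 30 min at room temperature, with 10 ug/mL donor/acceptor beads.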
PGK inhibitor: blocks T. brucei phosphoglycerate kinase; 380,000 tested, 0.043% active; Potency, µM (top dose mostly 57.5 µM), for inactives: at the highest dose activity change, negative = inhibition, hits mostly inhibitors; PGK/GAPDH coupled, Kinase-Glo luminescence, 60 min; AID 602233; P07378; note: potency is the fitted concentration of half-maximal effect; % is set by controls: 0 for no effect and ±100 for the full control effect; nearly all actives have a fitted effect of over 60% in size
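Recombinant glycosomal PGK reaction used 1,3-bisphosphoglycerate generated in-well by GAPDH (100nM final) in 100mM TEA pH 7.6, 5mM MgCl2, 0.01% Tween-20. After 60 minutes at room temperature, ATP was read by Kinase-Glo Plus luminescence end-point.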
GLS inh: inhibitors of human glutaminase (GLS); GLS enzymatic activity, qHTS titration; Potency, µM (highest dose often 45.5 µM), for inactives: at the highest dose activity change, negative = inhibition, hits mostly inhibitors; 410,000 tested, 0.21% active; note: potency is the fitted concentration of half-maximal effect; % is set by controls: 0 for no effect and ±100 for the full control effect
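hKGA in 45 mM KH2PO4 pH 8.2, 0.02% Tween-20 with pin-transferred compounds; 1 mM L-glutamine (stock) plus glutamate oxidase/HRP/Amplex Red coupling added. Fluorescence read initially and after 30 min at RT.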
* hit, by the source's call; i = inactive; ? = inconclusive; / = no result given; [ ] = dose if it differs, or a comment. Unless noted, calls come from the whole dose curve; as a rule, active = well fitted curve in the direction sought with a large enough effect; inconclusive = small, poorly fitted or top-dose-only effect, or another doubt; inactive = no such curve, though single readings can be large; an effect the other way counts as inactive or inconclusive. These rows are one share of the data; rates above refer to the full screens.

entry | mol | PGK inhibitor | POLH inh | G9a block | HP1b binding inh | PI4K2A block | JMJD2A Tudor inh | Pin1 inh | BAZ2B inh | GLS inh
1 | Cc1ccc(NC(=O)CSc2nnc(-c3cccnc3)o2)c(C)c1 | -5.6% | -9.1% | 44.7µM* | 32.6% | -8.6 | -13.5% | 0.3% | 2.9% | -1.2%
2 | COC(=O)c1ccccc1NC(=O)CN(CCc1ccccc1)S(C)(=O)=O | 0.5% | -8.2% | 10.4%[59 µM] | 65.4%[activator] | 4.1 | -2.3%[57.1 µM] | 1.1% | 3.5% | 6.6%
3 | COc1ccccc1CNc1ccc2nnc(CCNC(=O)c3ccc(C)cc3)n2n1 | -1.3% | -20.5% | -7.2% | 22.7% | 3.7 | -6.7% | -4.0% | -13.3% | -1.0%
4 | COc1ccc(C(C)=O)cc1CN1C(=O)NC(CC(C)C)C1=O (centres undefined) | 0.8% | -13.2% | 9.2% | 43.7%[activator] | -1.0 | -7.9% | -0.5% | / | 1.9%
5 | CCC(C)[C@H](NC(=O)NCCCc1ccccc1)C(=O)OC (some centres undefined) | 4.8% | -10.8% | 5.2%[59 µM] | 19.9% | 0.5 | -14.1% | -2.7% | 4.7% | -0.2%
6 | CC(=O)N1N=C(c2ccccc2)CC1c1cccc([N+](=O)[O-])c1 (centres undefined) | -6.2% | -15.7% | -10.7%[0.501 µM] | 11.1% | -12.9 | -12.4% | -0.4% | 3.5% | -10.8%
7 | O=C(Nc1ccc2c(c1)OCO2)c1ccc(S(=O)(=O)NCC2CCCO2)cc1 (centres undefined) | -7.1% | -12.5% | 6.6%[12.7 µM] | 9.2% | 1.5 | -23.4% | -14.9% | -4.8% | 8.4%
8 | COc1cc2c(c(O)c1OC)-c1c(cc(OC)c(OC)c1OC)C[C@@H](C)[C@@H](C)C2 | -4.1% | -25.0% | 9.0%[59 µM] | 20.4% | 0.5 | -13.7% | 10.5% | 5.9% | -3.1%
9 | Cc1cccc2cc(CN(Cc3ccco3)C(c3nnnn3CCc3ccccc3)C(C)C)c(=O)[nH]c12 (centres undefined) | -1.3% | -14.1% | -46.5%[59 µM] | 1.4% | -5.4 | -27.9% | -0.7% | -31.7% | 2.1%
10 | COc1ccc(-n2cnnc2SCC(=O)NC2CCCc3ccccc32)cc1 (centres undefined) | -0.2% | -7.6% | -4.7%[59 µM] | 18.7% | -5.7 | -17.4% | 3.8% | 2.9% | -8.2%
11 | Cc1ccc(C)c(NC(=O)Cn2c(=O)n(Cc3ccccc3)c(=O)c3oc4ccccc4c32)c1 | -5.4% | -12.5% | -0.5%[59 µM] | 10.0% | 1.9 | -17.2% | -4.8% | -36.0% | 0.1%
12 | O=[N+]([O-])c1cccc(S(=O)(=O)N2CCN(S(=O)(=O)N3CCOCC3)CC2)c1 | 4.2% | 5.0% | 13.4% | 34.0% | 2.2 | -12.6% | -5.1% | -16.0% | 1.4%
13 | Cc1ccc(CNC(=O)C2CCCN(c3ncnc4c3nc3n4CCCCC3)C2)cc1 (centres undefined) | -4.6% | -3.5% | 14.2% | 11.7%[57 µM] | 1.2 | -15.1% | 1.4% | -10.8% | -13.6%
14 | CCC(C)NC(=O)CO/N=C/c1ccc(C(=O)OC)cc1 (centres undefined) | 11.2% | 9.4% | ? | 20.5% | -5.4 | 15.8% | -4.0% | -1.2% | 7.4%
15 | COc1ccc(Cl)cc1-n1nnc(-c2nc(-c3ccccc3)no2)c1C | -1.8% | -6.4% | 3.4%[59 µM] | 21.6% | -4.8 | -3.2% | 1.2% | 1.3% | -3.2%
16 | O=C(CCC1CCCC1)NCc1ccccn1 | 5.3% | -0.7% | 7.5% | 48.1%[activator] | 3.0 | -8.6% | -0.7% | -0.2% | 8.5%
17 | Cc1cc(C(=O)NC2CCCN(Cc3ccccc3F)C2)n[nH]1 (centres undefined) | -3.0% | -18.5% | -4.6% | 23.3% | 7.0 | -19.6% | -1.2% | -1.2% | 2.4%
18 | CCOC(=O)N1CCN(C(=O)Cc2c(C(=O)O)n(C)c3ccccc23)CC1 | -4.0% | -19.2% | -24.4% | 52.4%[activator] | -0.6 | -0.3% | -0.2% | 3.3% | 10.3%
19 | C=CCn1c(-c2ccc(OC)cc2)nc2nc3ccccc3nc21 | -1.1% | -12.1% | 13.6%[2.33 µM] | 21.3% | 1.7 | 7.2% | 2.3% | 8.2% | -3.4%
20 | O=C1CCC/C(=N/Nc2ccc(Cl)cc2)C1 | -4.7% | -4.3% | 4.47µM* | ? | -6.2 | 44.7µM* | -1.2% | 44.7µM* | 8.2%
21 | COc1cc(N=Nc2ccc(C)cc2S(N)(=O)=O)c(C)cc1N | -0.2% | -13.2% | / | 20µM* | 5.0 | 6.31µM* | 1.6% | / | ?
22 | CC(CCc1ccc(O)cc1)N1CCC(Oc2ccc(C(=O)N3CCCC3)cc2)CC1 (centres undefined) | -8.7% | 4.4% | -5.9%[0.501 µM] | 10.6% | -0.4 | -16.7% | 1.6% | -3.8% | 24.0%
23 | COc1ccc(S(=O)(=O)N2CCCCC2)cc1C(C)C | -4.1% | ? | -17.0%[12.7 µM] | 65.8%[activator] | -2.8 | 26.8% | -0.2% | 33.4% | -0.7%
24 | CN(C)CCN1CC(O)=C(c2nc3ccccc3s2)C1=N | 6.1% | 6.4% | -2.3% | 2.7% | 2.1 | -24.3% | ? | -1.4% | -18.4%
25 | CCc1nn(-c2ccccc2)c(N)c1C#N | 4.5% | -17.2% | 9.5%[59 µM] | 10.2% | 1.3 | -8.4% | -3.4% | 12.1% | 8.5%
26 | Cc1ccc(NC(=O)Cc2c(C(=O)O)c(C)cn2C)cc1Cl | i | -14.1% | -1.6%[59 µM] | 8.5% | -0.7 | -18.0% | -4.2% | -22.7% | 3.2%
27 | Cn1c(SCC(=O)N2CCCc3ccccc32)nnc1-c1ccccc1 | -9.1% | 1.3% | ? | 15.6% | 1.8 | -13.8% | -1.3% | -3.8% | 0.8%
28 | O=C(Cc1ccc(Cl)c(Cl)c1)Nc1ccc2[nH]c(=O)[nH]c2c1 | -5.3% | -1.0% | 8.2% | -6.6% | -3.2 | -17.5% | 8.8% | -3.3% | -6.1%
29 | Cc1ccc(CNC(=O)c2ccc(COc3ccccc3)cc2)cc1 | -6.9% | -10.0% | 3.7%[59 µM] | 45.0% | -3.3 | -3.5% | 4.5% | 8.8% | -0.5%
30 | COCCCNC(=S)Nc1ccc(CC(=O)O)cc1 | -5.0% | -16.3% | -35.9%[59 µM] | 11.0% | 4.4 | 0.4% | 0.8% | 6.0% | 12.7%
31 | CNS(=O)(=O)c1cc(N)ccc1C | -2.0% | -5.8% | 0.2% | 14.4% | -2.0 | -18.9% | -3.5% | -4.9% | -6.2%
32 | O=C(NCCC1=CCCCC1)C(=O)NCc1ccccc1 | -5.4% | -10.2% | -43.3%[59 µM] | 29.6% | 2.9 | -14.1% | 2.2% | 7.7% | 7.1%
33 | COc1ccccc1C(=O)Nc1c[nH]c(=O)[nH]c1=O | -2.4% | -1.2% | 15.9% | 1.5% | -4.9 | -12.6% | -0.5% | -6.1% | -6.1%
34 | COc1ccc(OC)c(NC(=O)Cn2ccc3ccccc3c2=O)c1 | i | 2.1% | -15.3%[59 µM] | 26.3% | -0.2 | -13.1% | -3.7% | -20.6% | -1.1%
35 | O=C(CCC1N=C2c3ccccc3N=C(SCc3ccccc3F)N2C1=O)NC1CCCCC1 (centres undefined) | 7.3% | -28.7% | 13.0%[59 µM] | 20.5% | 2.7 | -0.3% | -2.2% | -9.1% | 7.3%
36 | CCOc1cc(-c2nc3ccccc3s2)ccc1O | 1.2% | ? | 53.4% | 33.5% | 3.6 | 2.8% | 0.7% | -1.6% | -6.9%
37 | COc1ccc2c(c1)C(c1ccc(Cl)cc1)NC(=O)C2 (centres undefined) | -9.0% | -6.6% | -33.9%[2.33 µM] | 46.3%[activator] | 2.3 | -16.4% | -2.4% | 8.4% | 7.0%
38 | COc1c2c(cc(O)c1C(C)=O)OC(C)(C)C=C2 | -6.7% | -3.9% | / | 72.0%[activator] | -2.2 | 32.4% | ? | / | -11.0%
39 | CCc1ccc(/C=C2/SC(N3CCOCC3)=NC2=O)cc1 | 0.0% | -21.2% | / | -13.5% | -23.1 | -3.8% | 4.3% | -10.4% | -20.4%
40 | N#CC1=C(N)Oc2cc(N)ccc2C1C1CC=CCC1 (centres undefined) | -5.3% | -17.3% | -34.5% | 22.2% | -0.3 | -9.0% | -4.0% | -32.9% | 5.1%
41 | Cc1cc(=O)n2c(n1)SCOC2 | -12.0% | -8.1% | 7.6% | 14.6% | -5.2 | -11.7% | 6.5% | -0.3% | 3.0%
42 | Cc1cc(OCC(=O)Nc2ccc3c(c2)OCCO3)ccc1Cl | -6.1% | -5.1% | 5.2% | 24.8% | -2.3 | -5.1% | 3.9% | -2.2% | 6.8%

Three compounds from above, limited to GLS inh, PGK inhibitor and POLH inh:
No.	compound	GLS inh	PGK inhibitor	POLH inh
7	O=C(Nc1ccc2c(c1)OCO2)c1ccc(S(=O)(=O)NCC2CCCO2)cc1 (centres undefined)	8.4%	-7.1%	-12.5%
8	COc1cc2c(c(O)c1OC)-c1c(cc(OC)c(OC)c1OC)C[C@@H](C)[C@@H](C)C2	-3.1%	-4.1%	-25.0%
9	Cc1cccc2cc(CN(Cc3ccco3)C(c3nnnn3CCc3ccccc3)C(C)C)c(=O)[nH]c12 (centres undefined)	2.1%	-1.3%	-14.1%

High-throughput results: PubChem, National Center for Advancing Translational Sciences (NCATS)
